Source: PubChem
NCI-60 one-dose screen, 48 h, at 10 µM unless noted. Numbers give growth in % (100 = growth as untreated, 0 = no growth, -100 = all killed).
HS 578T = HS 578T breast cancer; hit rate 4.1% among 78,000
MCF7 = MCF7 breast cancer; hit rate 6.3% among 82,000
SR = SR leukemia cells. AID 1794780. hit rate 8.7% among 73,000
T-47D = T-47D breast cancer. hit rate 5% among 79,000. AID 1794792
BT-549 = BT-549 breast cancer; AID 1794793; hit rate 4.4% among 78,000
MDA-MB-468 = MDA-MB-468 breast cancer; hit rate 8.5% among 78,000
K-562 = K-562 leukemia; hit rate 7.4% among 78,000; AID 1794777
MDA-MB-231 = MDA-MB-231 breast cancer. hit rate 5% among 81,000
* = called active by the depositor; . = no result given; & = joins results of further samples; [ ] = dose if it differs, or a comment. How the source made its calls: active means growth percent below 10; inactive means the rest. The list is partial, so the mix of outcomes need not match the whole.

Each structure is followed by: BT-549, HS 578T, T-47D, MDA-MB-468, K-562, MDA-MB-231, SR, MCF7
COC(=O)C1=CCCN(C)C1
→ 97.7, 117.1&104.4, 113.3&100.7, 92.8&104.7, 104.4&93.2, 107.5&114.8, 110.3&99.7, 100.7&96.1
CN(C1CCCC1)C1CCCC1
→ 102.2, 98.9, 97.5, 104.8, 106.5, 100.0, 98.1, 103.4
COCCOC(=O)Cc1ccccc1
→ 108.5, 100.4, ., 108.0, 114.2, 100.1, 100.8, 92.2
CCOC(=O)NC(C1=NCCS1)P(=O)(OCC)OCC (stereo not given)
→ 112.8, 105.9, 98.3, 114.5, 104.7, 100.7, 106.1, 92.6
COc1cc([N+](=O)[O-])c2ncccc2c1[N+](=O)[O-]
→ 98.2, 79.4, 50.9, 0.1*, 29.4, 78.2, 25.7, 23.3
CNC(=O)Oc1cc(C(C)C)ccc1Sc1ccc(C(C)C)cc1OC(=O)NC
→ 94.2, 67.7, 77.7, 56.5, 25.6, 58.4, 15.8, 58.8
CN(CCCl)C1c2ccccc2-c2ccccc21
→ 105.6, 106.2, 96.6, 103.6, 89.0, 108.7, 84.4, 97.7
O=C(O)c1cc(Cl)c(O)c(Cl)c1
→ 107.0, 101.0, 94.4, 101.5, 103.8, 113.3, 108.9, 97.6
CC(=O)OC[C@]1(C)C=C2C(=O)[C@](C)(O)C3(CC3)C(C)=C2[C@H]1O
→ -42.4*, -21.5*, -8.9*, -71.7*, 27.2, -28.1*, 9.6*, 1.0*
O=C(O)COc1ccc(Cl)cc1Cl
→ 97.6, 110.7, 101.4, 94.5, 126.5, 98.0, 103.7, 90.3
C[C@]12CCc3sc(Nc4ccc(O)cc4)nc3C1=CC[C@@H]1[C@@H]2CC[C@]2(C)C(=O)CC[C@@H]12
→ 45.6, 53.6, 10.6, -36.9*, 10.8, 35.3, 9.6*, 3.1*
O=C1NC(=O)C(Cc2ccccc2)(Cc2ccccc2)C(=O)N1Cc1ccccc1
→ 84.9, 103.0, 78.7, 114.3, 69.3, 70.0, 65.5, 66.9
NC(Cc1ccc(O)cc1)c1ccc(O)cc1 (stereo not given)
→ 96.5, 90.3, 105.0, 96.2, 99.8, 103.3, 115.5, 101.6
Nc1nc(N)c2cnnn2n1
→ 127.7, 107.4, 107.3, 104.4, 100.7, 100.7, 95.1, 101.9
Clc1nc(Cl)nc(Cl)n1
→ 97.9, 110.1, 112.4, 115.4, 85.4, 110.7, 100.0, 95.8

Each structure is followed by: BT-549, HS 578T, T-47D, MDA-MB-468, K-562, MDA-MB-231, SR, MCF7
N#CCCN1CC1
→ 110.3, 96.8, 104.9, 93.9, 111.4, 108.0, 97.0, 103.4
O=C(OCCc1ccccc1)C(Cl)(Cl)Cl
→ 105.2, 103.5, 102.8, 115.1, 98.4, 117.3, 112.2, 89.5
N#Cc1ccc(Cn2cc(/C=C3/C(=O)C4CCN3CC4)c3cccnc32)cc1
→ 93.8, 100.5, 63.7, 87.3, 78.7, 82.2, 76.0, 89.9
CCN(CCCCO)CCc1c[nH]c2ccc(OC)cc12
→ 96.7, 88.7, 91.6, 98.6, 101.1, 101.4, 98.4, 88.9
Cc1ccc(Cl)c2ccccc12
→ 99.7, 85.4, 92.4, 84.1, 102.5, 100.3, 104.1, 93.1
COc1cc(NC(C)CCCNC2CN3CCC2CC3)c2ncccc2c1 (stereo not given)
→ 86.0, 65.2, 69.9, -1.4*, 22.8, 55.1, 84.9, 0.2*
CC12CCC(Cl)CC1=CCC1C2CCC2(C)C(O)CCC12 (stereo not given)
→ 100.6, ., 88.5, 93.5, 96.6, 102.2, 91.1, 113.5
O=S(Cc1ccccc1)OOCCCCOS(=O)OCc1ccccc1 (stereo not given)
→ 98.4, ., 91.0, 105.2, 91.4, 112.6, 76.8, 93.8
O=C(O)COc1cc(Cl)c(Cl)cc1Cl
→ 99.0, 100.3, ., 84.9, 109.8, 104.7, 93.3, 93.9
O=C(c1ccc2ccccc2c1)N1CC1
→ 113.7, 93.3, 99.9, 99.3, 93.4, 96.0, 96.3, 92.1
CCCCN(CCCC)CC(C(C)=O)C(c1ccccc1)c1c(O)c2ccccc2oc1=O (stereo not given)
→ 94.5, 96.6, 83.6, 120.3, 103.8, 107.4, ., 99.0
CC(C#N)N(C)C (stereo not given)
→ 115.4, 122.9, 97.5, 103.3, 101.7, 109.6, 83.8, 96.6
OC1/C(=C/c2cn(Cc3ccccc3)c3ncccc23)N2CCC1CC2 (stereo not given)
→ 87.7, 95.2, 85.3, 91.5, 102.8, 89.1, 86.6, 93.4
CC(/C=N/N=C(N)N)=N\N=C(N)N
→ ., 69.3, 40.8, 88.7, 56.1, 80.2, 70.1, 76.8
ClCCN1c2ccccc2Sc2c1ccc1ccccc21
→ 95.1, 90.1, 57.4, 102.5, 77.9, 92.3, 88.5, 66.4

2 of these compounds, set out differently:
compound	BT-549	HS 578T	T-47D	MDA-MB-468	K-562	MDA-MB-231	SR	MCF7
O=C(OCCc1ccccc1)C(Cl)(Cl)Cl	105.2	103.5	102.8	115.1	98.4	117.3	112.2	89.5
N#Cc1ccc(Cn2cc(/C=C3/C(=O)C4CCN3CC4)c3cccnc32)cc1	93.8	100.5	63.7	87.3	78.7	82.2	76.0	89.9

Next part:
Each structure is followed by: BT-549, HS 578T, T-47D, MDA-MB-468, K-562, MDA-MB-231, SR, MCF7
CCOC(=O)[C@@H](C)C[C@H](Cc1ccccc1)NC(=O)c1nc([C@@H](C[C@H](C(C)C)N(C)C(=O)[C@@H](NC(=O)[C@H]2CCCCN2C)C(C)C)OC(C)=O)sc1CCOCc1ccccc1
→ -50.9*, -27.9*, 24.7, -48.6*, -31.4*, -49.8*, -36.9*, 5.5*
O=[N+]([O-])C(Br)(CO)CO
→ ., 91.4, 96.0, 87.8, 102.2, 103.9, 99.3, 109.4
Cc1cccc(CC(c2cccc(C)c2)N(C)C)c1 (stereo not given)
→ 96.6, ., 104.6, 101.6, 102.5, 97.9, 87.2, 95.9
CCCCCN(CCCCC)CC(O)c1ccc(Cl)c(Cl)c1 (stereo not given)
→ 114.0, 108.4, 91.1, 106.3, 82.1, 97.5, 68.3, 97.1
CCCCN(CCCC)CC(C)(O)c1ccccc1 (stereo not given)
→ 88.7, 108.7, 98.0, 96.5, 113.6, 101.8, 111.2, 93.2
N[C@@H](C[C@@H]1CC(Br)=NO1)C(=O)O
→ 97.2, 106.7, 77.3, 83.4, 96.5, 95.8, 94.0, 97.3
c1ccc2c(CN3CCOCC3)c[nH]c2c1
→ 101.1, 94.0, ., 98.0, 87.7, 93.1, 97.6, 103.4
CCOC(=O)CCC(NC(=O)C(Cc1ccc(N(CCCl)CCCl)cc1)NC=O)C(=O)OCC (stereo not given)
→ 69.6, 51.8, ., -89.3*, 35.6, ., ., 22.1
ClCCN(CCCl)c1nc(Cl)c(C2CC(c3ccccc3)=NN2c2ccccc2)s1 (stereo not given)
→ 99.3, 87.4, 66.3, 75.4, 68.3, 88.1, 88.4, 91.6
CCOP(=O)(OCC)OCc1ccc(C)cc1C
→ 89.0, 106.8, 77.7, 107.2, 99.5, 112.0, 106.1, 92.7
C=CCCCN=C=S
→ 67.1, 98.0, 47.3, 33.9, 59.8, 68.3, 27.0, 40.5
C[C@H]1[C@H](OC(=O)CCC(=O)N(CCCc2cn(-c3cc4ccc(O)cc4oc3=O)nn2)CCNc2ccnc3cc(Cl)ccc23)O[C@@H]2OC3(C)CC[C@H]4[C@H](C)CC[C@@H]1[C@@]24OO3
→ 51.5, 62.7, 31.8, 52.7, 25.3, 68.2, 15.0, 43.3
COc1ccc2c3c([nH]c2c1)C(C)=NCC3
→ 83.0, 91.9, 91.7, 94.4, 128.3, 106.2, 93.5, 89.2
O=C1c2ccccc2-c2cc3ccccc3cc21
→ ., 112.6, 49.7, 55.7, 111.3, 63.9, 81.3, 40.9
O=[N+]([O-])CC(O)C(Cl)(Cl)Cl (stereo not given)
→ 58.0, ., 89.6, 101.8, 113.2, 122.3, 98.5, 95.5

Each structure is followed by: BT-549, HS 578T, T-47D, MDA-MB-468, K-562, MDA-MB-231, SR, MCF7
O=C(NC(O)C(Cl)(Cl)Cl)c1ccccc1O (stereo not given)
→ 116.5, 107.2, 151.0, 96.5, ., 103.0, ., 104.7
COC1C(O)CC(OC2CC(Oc3cc4cc5c(c(O)c4c(O)c3C)C(=O)[C@@H](OC3CC(OC4CC(OC6CC(C)(O)C(OC(C)=O)C(C)O6)C(O)C(C)O4)C(O)C(C)O3)[C@H]([C@H](OC)C(=O)[C@@H](O)[C@@H](C)O)C5)OC(C)C2OC(C)=O)OC1C (stereo not given in full)
→ -68.3*, ., -7.9*, ., -14.9*, -8.4*, 1.6*, -18.4*
CC(C)OC(=O)c1nn(Cc2ccccc2)c2cc(F)c(F)cc12
→ 119.0, 94.7, 73.6, 100.7, 96.1, 96.7, 87.1, 90.2
CCN(CC)c1ccc2c(c1)OC(N)=C(C#N)C2c1cc(OC)c2c(c1)OCO2 (stereo not given)
→ 16.6, 9.1*, 57.1, -9.2*, 17.5, 4.3*, ., 14.4
C[C@]12CC[C@H](OC3OC(O)C(O)C(O)C3O)C=C1CCC1C2CC[C@]2(C)[C@@H](c3ccc(=O)oc3)CC[C@]12O (stereo not given in full)
→ -92.3*, 9.6*, -71.4*, -63.8*, -35.3*, -72.1*, -42.7*, -64.3*
CC(=O)O[C@H]1CCC2C3CCC4=C/C(=N/O)CCC4(C)C3CCC21C (stereo not given in full)
→ 84.9, 55.2, 95.6, 97.7, 45.9, 110.3, 36.7, 109.9
COc1cc(/C=C/[N+](=O)[O-])cc(OC)c1
→ -49.7*, 40.9, -1.7*, -61.2*, 0.9*, 13.4, -12.3*, -59.1*
COc1cc([N+](=O)[O-])c(N)c([N+](=O)[O-])c1
→ 129.1, 99.8, 107.3, 83.8, 110.5, 112.2, 92.3, 119.8
Nc1cccc(CCCCc2ccc(Cl)c(S(=O)(=O)F)c2)c1
→ 102.7, 96.9, 103.7, ., 101.0, 111.2, 84.4, 90.0
C#Cc1cccc(NC(=O)C2CCCN(S(=O)(=O)F)C2)c1 (stereo not given)
→ 109.9[8.25 µM], 110.6[8.25 µM], 98.4[8.25 µM], 115.4[8.25 µM], 102.0[8.25 µM], 104.2[8.25 µM], 96.6[8.25 µM], 87.1[8.25 µM]
COc1ccc(C(O)(C(=O)O)c2ccc(OC)cc2)cc1
→ 105.7, 94.6, 76.4, 103.6, 87.8, 85.7, 101.8, 88.6
c1ccc2c(c1)ccc1oc3ccc4ccccc4c3c12
→ 118.2, 107.7, 76.5, 53.5, 98.8, 98.0, 87.9, 36.1
Nc1cccc2c1Cc1cc([N+](=O)[O-])ccc1-2
→ 99.5, ., 90.4, 81.0, 105.8, 84.9, 89.4, 87.0
COc1ccc(CC2=NCCc3cc(OC)c(OC)cc32)cc1OC
→ 89.2&96.7, 108.3, 92.5&87.8, 93.9, 88.0&111.0, 75.7&84.6, 82.1&116.8, 91.1&94.5
CNP(=O)(NC)NC
→ 103.8, 104.0, 98.4, 107.6, 102.1, 101.7, 99.1, 103.2

Already shown: entries from further up.
Each structure is followed by: BT-549, HS 578T, T-47D, MDA-MB-468, K-562, MDA-MB-231, SR, MCF7
O=C(NC(O)C(Cl)(Cl)Cl)c1ccccc1O (stereo not given)
→ 116.5, 107.2, 151.0, 96.5, ., 103.0, ., 104.7
COC1C(O)CC(OC2CC(Oc3cc4cc5c(c(O)c4c(O)c3C)C(=O)[C@@H](OC3CC(OC4CC(OC6CC(C)(O)C(OC(C)=O)C(C)O6)C(O)C(C)O4)C(O)C(C)O3)[C@H]([C@H](OC)C(=O)[C@@H](O)[C@@H](C)O)C5)OC(C)C2OC(C)=O)OC1C (stereo not given in full)
→ -68.3*, ., -7.9*, ., -14.9*, -8.4*, 1.6*, -18.4*
CC(C)OC(=O)c1nn(Cc2ccccc2)c2cc(F)c(F)cc12
→ 119.0, 94.7, 73.6, 100.7, 96.1, 96.7, 87.1, 90.2
CCN(CC)c1ccc2c(c1)OC(N)=C(C#N)C2c1cc(OC)c2c(c1)OCO2 (stereo not given)
→ 16.6, 9.1*, 57.1, -9.2*, 17.5, 4.3*, ., 14.4
C[C@]12CC[C@H](OC3OC(O)C(O)C(O)C3O)C=C1CCC1C2CC[C@]2(C)[C@@H](c3ccc(=O)oc3)CC[C@]12O (stereo not given in full)
→ -92.3*, 9.6*, -71.4*, -63.8*, -35.3*, -72.1*, -42.7*, -64.3*
CC(=O)O[C@H]1CCC2C3CCC4=C/C(=N/O)CCC4(C)C3CCC21C (stereo not given in full)
→ 84.9, 55.2, 95.6, 97.7, 45.9, 110.3, 36.7, 109.9

(list continues)
Each structure is followed by: BT-549, HS 578T, T-47D, MDA-MB-468, K-562, MDA-MB-231, SR, MCF7
CC(C)c1cc(Br)cc(C(C)C)c1OCCN(C)C
→ 92.6, 94.2, 85.5, 87.5, 70.4, 92.2, 88.0, 87.4
Nc1ccc(Br)cc1
→ 99.9, 109.1, 76.0, ., 49.9, 100.3, ., 104.1
CNC(C)(C)Cc1ccc(Cl)cc1
→ 104.1, 89.3, 91.6, 94.6, 95.3, 92.3, 93.2, 99.6
NNc1nc2nc(N)nc(N)n2n1
→ 110.0, 113.4, 110.5, 108.5, 93.9, 108.5, 92.9, 104.7
CC1=C(CO)C2=C(C)C3(CC3)[C@@](C)(O)C(=O)C2=C1
→ -55.8*, 8.9*, 7.1*, ., 26.3, 4.5*, 21.4, 8.3*
Cc1cc2c(C(=O)OC(C)C)nn(Cc3ccccc3)c2cc1C
→ 94.0, 106.0, 91.6, 109.8, 107.0, 90.1, 104.5, 106.8
CC1=C(CCC=O)C2=C(C)C3(CC3)[C@@](C)(O)C(=O)C2=C1
→ -23.0*, -8.9*, -41.3*, -86.5*, ., -99.2*, ., -44.2*
CCCC(C)SP(=S)(SC(C)CCC)SC(C)CCC (stereo not given)
→ 99.8, 107.8, 100.4, -25.4*, 112.2, 112.6, 110.4, 95.1
